Akt phos inh: blocks phosphorylation of Akt. Neuro2A IGF-stimulated pAkt S473 HTRF, 20 min; active compounds read low. activity change, % for hits at 50 µM. 360,000 compounds, 0.32% hits. AID 651550; in the data active = activity change below about -80%; inconclusive = mostly about -51% to -80%; note: % is set by controls: 0 for no effect and ±100 for the full control effect
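Neuro2A cells in DMEM with 0.5% FBS, overnight at 37 deg C, given compound at single 50 µM final, then IGF (6 nM final) for 20 min at 37 deg C. Lysed; phospho-Akt Ser473 by HTRF after 24 h, 665/615 ratio.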
Abeta rescue: compounds reversing amyloid beta toxicity in yeast | yeast expressing A-beta42, growth rescue, OD600, 48 h; response scale: 0% DMSO, 100% iron-clioquinol control | Potency, µM (titrated, usually from 46.1 µM), for the others: top-dose growth rescue, actives largely listed as activators | 410,000 compounds, 0.063% hits; note: potency is the fitted concentration of half-maximal effect; nearly all actives have a fitted effect of over 55% in size
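Yeast A-beta toxicity model in growth medium with pinned compounds, 48 h at 30 C; growth read as absorbance at 600 nm. Normalized to FeCl3/clioquinol equimolar mix (positive) and DMSO (negative).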
Nrf2 inh: blocks Nrf2 signaling. A549 ARE-Fluc reporter, luciferase luminescence, 18-24 h. Potency, µM (doses to about 46 µM), for the others: at the highest dose activity change, negative = inhibition, hits mostly inhibitors. 360,000 compounds, 2.1% hits; note: potency is the fitted concentration of half-maximal effect; % is set by controls: 0 for no effect and ±100 for the full control effect; nearly all actives have a fitted effect of over 60% in size
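Two sequential reads on A549 ARE_Fluc cells exposed to compound for 18-24 h: a CellTiter-Fluor fluorescence read for viability, then a luciferase luminescence read for Nrf2/ARE activity.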
Mm-Cpn inhibitor: inhibitors of Methanococcus maripaludis chaperonin (MmCpn). purified Mm-Cpn ATPase, ADP Transcreener TR-FRET. Potency, µM (series often up to 76.9 µM), without a hit: at the highest dose activity, negative = inhibition, usual class: inhibitors. 330,000 compounds, 0.031% hits; note: potency is the fitted concentration of half-maximal effect; % is set by controls: 0 for no effect and ±100 for the full control effect; nearly all actives have a fitted effect of over 80% in size
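Inhibition of chaperonin ATP hydrolysis is measured as reduced ADP production, detected by competitive TR-FRET in which signal falls with ADP. Final enzyme 25 nM and ATP 10 uM, reacted 30 min at 37°C.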
Nrf2 activator: activates Nrf2 signaling; AREc32 ARE-luciferase reporter (MCF7-derived line), luminescence, 24 h; Potency, µM (titrated, usually from 46.1 µM), inactives show at the highest dose activation, hits mostly activators; 410,000 compounds, 0.31% hits; note: potency is the fitted concentration of half-maximal effect; % of control where 0% means no effect; nearly all actives have a fitted effect of over 65% in size
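Each well held 1000 AREc32 cells, which were incubated with compound for 24 hr at 37 deg C after overnight attachment, and ARE reporter activity was quantified by firefly luciferase luminescence.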
HepG2 viability: kills HepG2 cells in TGF-b inhibitor counter-screen | HepG2 CAGA-GFP viability, ATP luminescence, 18 h | Potency, µM (titrated, usually from 46.1 µM), for inactives: at the highest dose activity change, negative = cytotoxicity, most hits filed as cytotoxic | 410,000 compounds, 0.76% hits; note: potency is the fitted concentration of half-maximal effect; some results filed as inactive show a strong effect at the top dose
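CellTiter-Glo luminescence gave cytotoxicity after 18 hours at 37 degrees C. The cells were HepG2 CAGA-GFP in 1% FBS DMEM, stimulated with 500 pg/mL TGF-beta after compound addition. %Activity was normalised to no-cell wells (complete cell-killing) and DMSO (no toxicity), and curves were fitted and classified.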
CCT chaperon mod: modulators of cytosolic chaperonin (CCT/TRiC) activity; 360,000 compounds, 0.3% hits; AID 651819; purified chaperonin ATPase assay, HTRF ADP detection, 30 min; activity change, % (test concentration not listed), hits read low; in the data active = activity change below about -30%; note: % is set by controls: 0 for no effect and ±100 for the full control effect
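Nucleotide hydrolysis assay: TRiC at 20–40 nM final (set by batch activity) with 10 uM ATP, 30 min at 37 °C, in presence of 76 uM compound. Detection by competitive ADP HTRF, 30 min ambient.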
TGFb inhibitor: TGF-b pathway inhibition | Potency, µM (titrated, usually from 46.1 µM), for inactives: at the top dose activity, negative = inhibition, usual class: inhibitors | 410,000 compounds, 1.2% hits | HepG2 CAGA-GFP TGF-b/SMAD3 reporter, GFP fluorescence, 18 h; TGF-beta stimulated, 500 pg/mL final; note: potency is the fitted concentration of half-maximal effect; % is set by controls: 0 for no effect and ±100 for the full control effect; nearly all actives have a fitted effect of over 65% in size
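Read-out: total well GFP (ex488/em500-530) summed from mean per-cell fluorescence. Cells: HEPG2 CAGA-GFP, 1% FBS DMEM, 18 h at 37 degrees C with 500 pg/mL final TGF-beta. Unstimulated wells served as the full-inhibition control; stimulated DMSO wells = 0%.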
A549 tox: counter-screen for Nrf2 inhibitors: cytotoxicity in A549 cells | Potency, µM (highest dose often 46 µM), without a hit: top-dose activity change, negative = cytotoxicity, actives largely listed as inhibitors | A549 ARE-Fluc cells, CellTiter-Fluor viability, 18-24 h | AID 504648 | 390,000 compounds, 0.16% hits; note: potency is the fitted concentration of half-maximal effect; % is set by controls: 0 for no effect and ±100 for the full control effect
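A549 ARE-Fluc cells in 5% FBS OPTI-MEM, 5000 cells/well, rested 2 h then exposed to compounds in concentration-response for 18-24 h at 37 °C. Viability by CellTiter-Fluor fluorescence (Ex 405/Em 525) after 30 min; luciferase luminescence (BugLite, 15 min, RT) read afterwards.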
* marks the source's active call; other numbers are inactive results; i = inactive; ? = inconclusive; nt = no result given. Unless noted, calls come from the whole dose curve; as a rule, active = well fitted curve in the direction sought with a large enough effect; inconclusive = small, poorly fitted or top-dose-only effect, or another doubt; inactive = no such curve, though single readings can be large; an effect the other way counts as inactive or inconclusive.

SMILES | Akt phos inh | Abeta rescue | Nrf2 inh | Mm-Cpn inhibitor | Nrf2 activator | HepG2 viability | CCT chaperon mod | TGFb inhibitor | A549 tox
O=C(NCc1ccco1)c1cc(-c2ccc3c(c2)OCO3)on1 | i | 2% | ? | -2% | 0.7% | 0% | 0.4 | -5% | 0%
CC(=O)N1CCN(S(=O)(=O)c2cccc(C(=O)NNC(=O)COc3ccc(Cl)cc3C)c2)CC1 | i | -11% | -8% | -7% | -0.2% | -4% | 1.4 | 3% | 3%
CC(=O)Nc1ccc(NC(=O)c2ncoc2-c2ccco2)cc1 | nt | -13% | nt | nt | 5.6% | -13% | nt | -10% | 2%
FC(F)(F)c1ccccc1Cc1c(-c2ccccc2)nc2ccc(Br)cn12 | i | -22% | nt | nt | 7.6% | -16% | -2.5 | ? | nt
CC1Nc2ncnc(N3CCOCC3)c2N(Cc2ccc(Cl)cc2)C1=O (stereo not given) | i | 3% | -20% | -1% | 2.8% | 5% | -0.7 | ? | 3%
COc1ccc2c(C)c(CCC(=O)NCCc3ccccc3OC)c(=O)oc2c1 | nt | 2% | -14% | nt | -0.6% | -2% | nt | -1% | 1%
O=S1(=O)N=C2CCCCCN2C(c2ccccc2)N1 (stereo not given) | i | -1% | 6% | 0% | -0.8% | -6% | -2.4 | -5% | 10%
COC(=O)c1c(NC(=O)CCS(=O)(=O)c2ccccc2)sc2c1CCN(C)C2 | i | 2% | 1% | 0% | ? | 25% | 0.1 | ? | -8%
O=C(NC(=S)Nc1ccc(Cl)cn1)C(c1ccccc1)c1ccccc1 | i | ? | ? | 1% | -0.4% | 7% | 2.2 | 15% | ?
COc1ccc(OC)c(NC(=O)N2CCCC(C(=O)c3ccccc3OC)C2)c1 (stereo not given) | i | -2% | -3% | -2% | -0.5% | -2% | -2.0 | 6% | 0%
O=C(COC(=O)/C=C/c1ccccc1)NCCNC(=O)COC(=O)/C=C/c1ccccc1 | i | -9% | 2% | 0% | 0.4% | 2% | -2.4 | 0% | 8%
CCCCC(CC)C(=O)Nc1cc(C(=O)NCCC)ccc1N1CCC2(CC1)CC(c1cccc(Br)c1)=NO2 (stereo not given) | i | 8% | 7% | -4% | 2.0% | 0% | -0.8 | 11% | -2%
CCC(=O)N1CCc2cc(S(=O)(=O)N3CCN(c4ccccc4Cl)CC3)ccc21 | i | 3% | 3% | 1% | -0.1% | 3% | -0.3 | 6% | -2%
COc1ccc(C)cc1Nc1nc2cc(Cl)c(Cl)cc2nc1-n1nc(C)cc1C | nt | 2% | 6% | nt | -1.0% | -7% | nt | 12% | 4%
O=S(=O)(c1cc(C(F)(F)F)ccc1Cl)N1CCN(c2ccccn2)CC1 | i | 22% | 15% | 0% | -0.7% | -24% | -0.5 | ? | 19%

Part of the list above, with tabs.
canonical_smiles	Akt phos inh	Abeta rescue	Nrf2 inh	Mm-Cpn inhibitor	Nrf2 activator	HepG2 viability	CCT chaperon mod	TGFb inhibitor	A549 tox
CC(=O)Nc1ccc(NC(=O)c2ncoc2-c2ccco2)cc1	nt	-13%	nt	nt	5.6%	-13%	nt	-10%	2%
COC(=O)c1c(NC(=O)CCS(=O)(=O)c2ccccc2)sc2c1CCN(C)C2	i	2%	1%	0%	?	25%	0.1	?	-8%

Taken from above:
Under TGFb inhibitor, CC(=O)Nc1ccc(NC(=O)c2ncoc2-c2ccco2)cc1 reads -10%
Under Mm-Cpn inhibitor, CCC(=O)N1CCc2cc(S(=O)(=O)N3CCN(c4ccccc4Cl)CC3)ccc21 reads 1%

(list continues)
SMILES | Akt phos inh | Abeta rescue | Nrf2 inh | Mm-Cpn inhibitor | Nrf2 activator | HepG2 viability | CCT chaperon mod | TGFb inhibitor | A549 tox
CCc1nc2c(sc3nc4c(cc32)COC(C)(C)C4)c(=O)n1Cc1ccccc1 | ? | 2% | -16% | -2% | 0.1% | -12% | -0.9 | -14% | 18%
CCOc1cc(S(=O)(=O)n2ccnc2C(C)C)ccc1Cl | nt | -6% | nt | nt | -0.2% | -16% | nt | -29% | 5%
CCOC(=O)[C@H]1[C@H]2COc3cc(OC)ccc3[C@@H]2N2C(=O)CN(Cc3ccc(C)cc3)C(=O)[C@@]12C | i | -1% | 6% | 0% | -0.6% | 0% | -0.4 | 0% | -4%
Fc1ccc(Nc2nc(Oc3ccccc3F)nc(N3CCCC3)n2)cc1 | i | 2% | ? | 0% | 0.5% | -16% | -0.1 | ? | ?
COC(=O)Cn1c(=O)oc2ccc(C)cc21 | i | -3% | -6% | 1% | -0.7% | 5% | 1.5 | 18% | -1%
CCC(C)NC(=O)c1ccccc1NC(=O)CN1C(=O)c2cccc3cccc1c23 (stereo not given) | nt | -4% | -7% | nt | 0.7% | -5% | nt | ? | -15%
C/C(Cc1ccccc1)=N\NC(=O)CNC(=O)c1ccc(Cl)cc1 | i | 4% | 23% | 0% | -0.1% | 7% | 0.8 | 16% | 0%
CCOC(=O)c1sc(N(Cc2ccccc2)C(=O)COC(=O)c2ccc(O)cc2)nc1C | i | ? | -21% | -14% | -0.2% | -97% | -6.8 | 13µM* | 0%
COc1ccc(-c2ccc(=O)n(Cc3cccc(Cl)c3)n2)cc1 | i | -11% | -25% | 0% | 2.5% | -23% | -0.9 | 5% | 2%
Cc1ccc(NS(=O)(=O)c2cnc(N)nc2)c(C)c1 | nt | 12% | nt | nt | -0.5% | 8% | nt | 0% | 13%
CCSc1nn2c(=O)c3ccccc3nc2s1 | nt | -17% | ? | 4% | ? | -39% | 0.3 | -21% | -2%
Cc1cc(C)c(Cn2c3ccccc3c3cnn(CC(=O)NCC(C)c4ccccc4)c(=O)c32)c(C)c1 (stereo not given) | nt | 1% | -23% | nt | -0.1% | -1% | nt | -1% | -9%
O=C(O)c1ccc(-c2ccc(/C=C3\NC(=O)N(Cc4ccc(Cl)cc4)C3=O)o2)cc1 | i | -3% | -11% | -2% | -0.8% | 11% | 0.5 | 8% | -17%
O=C(O)CCC(=O)N1CCC[C@H]1C(=O)O | i | -10% | 8% | 1% | -0.3% | 0% | -0.7 | 31% | -2%
Cc1nn(C)cc1/C=N/NC(=S)Nc1ccccc1 | i | 11% | 14% | 0% | 6.5% | -14% | -0.7 | -21% | 5%
COc1cccc(-n2c(SCC(=O)OC(C)C)nnc2-c2cccnc2)c1 | i | 26% | -8% | 2% | 0.0% | -17% | 1.4 | -11% | 17%
COc1ccc(/C=C/C(=O)c2ccccc2)cc1Cn1nnc2ccccc21 | i | -8% | ? | -3% | -2.1% | -17% | -0.9 | 8.9µM* | -2%
COC1=CC(=O)OC(C)(c2ccccc2)C1 (stereo not given) | i | -4% | -7% | nt | 0.1% | 11% | -0.2 | 1% | -4%
COCCN(C(=O)Nc1ccc(OC)cc1OC)C1CCN(C(C)=O)CC1 | i | 19% | 3% | 3% | 0.1% | 2% | -4.5 | 4% | -8%
CCN(c1cccc(C(F)(F)F)c1)S(=O)(=O)c1ccc2c(c1)CCN2C(C)=O | i | -6% | ? | 2% | 0.4% | -3% | -0.8 | -4% | -23%
C/C(=N\NC(=O)CNC(=O)c1ccc2c(c1)OCCO2)c1ccco1 | i | -2% | 5% | 1% | 3.8% | 28% | -0.6 | 10% | -8%
CC(O)CCc1ccc(O)cc1 (stereo not given) | i | 0% | -2% | -1% | 1.7% | -8% | -2.7 | 4% | -2%
COc1cccc(NC(=O)C2CCCN2S(=O)(=O)c2ccc3nc(-c4ccccc4)[nH]c3c2)c1 (stereo not given) | nt | -17% | ? | nt | 3.7% | -20% | nt | ? | 2%
COC(=O)c1cc(OC)c(OC)cc1-n1cnc2cc(OC)c(OC)cc2c1=O | i | -8% | -3% | 1% | -0.6% | -15% | -5.0 | -10% | 2%
COc1ccccc1C1=NN(C(=S)Nc2ccccc2)C(c2ccco2)C1 (stereo not given) | i | 2% | ? | ? | 4.6% | -8% | -1.2 | -6% | -2%
Cc1ccc(-c2ccc([C@H]3[C@@H]4C=CCC[C@@]4(C)C(=O)N3Cc3ccccc3)c(F)c2)cc1 | i | 9% | -12% | 0% | 0.3% | -15% | -0.3 | -17% | -2%
Cc1ccc(SCC(=O)N=C2NC(=O)CS2)cc1 | i | 1% | -1% | -1% | -0.5% | 3% | -3.7 | -23% | -1%

3 entries from above, sorted by molar mass, lowest first.
SMILES | Akt phos inh | Abeta rescue | Nrf2 inh | Mm-Cpn inhibitor | Nrf2 activator | HepG2 viability | CCT chaperon mod | TGFb inhibitor | A549 tox
Cc1ccc(SCC(=O)N=C2NC(=O)CS2)cc1 | i | 1% | -1% | -1% | -0.5% | 3% | -3.7 | -23% | -1%
COc1ccccc1C1=NN(C(=S)Nc2ccccc2)C(c2ccco2)C1 (stereo not given) | i | 2% | ? | ? | 4.6% | -8% | -1.2 | -6% | -2%
COc1cccc(-n2c(SCC(=O)OC(C)C)nnc2-c2cccnc2)c1 | i | 26% | -8% | 2% | 0.0% | -17% | 1.4 | -11% | 17%

Source: PubChem (National Center for Advancing Translational Sciences (NCATS))
